Screening results (PubChem)
Abeta rescue = qHTS for compounds that reverse cellular toxicity of Amyloid beta (A-beta) peptide in yeast: Primary Screen; Potency, µM (series often up to 46.1 µM), for the others: at the top dose growth rescue, actives largely listed as activators; AID 1347071, 2019; 0.063% of 410,000 active; yeast expressing A-beta42, growth rescue, OD600, 48 h; response scale: 0% DMSO, 100% iron-clioquinol control; also: potency is read from the fitted curve at half-maximal effect; nearly all actives have a fitted effect of over 55% in size
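Yeast A-beta toxicity model in growth medium with pinned compounds, 48 h at 30 C; growth read as absorbance at 600 nm. Normalized to FeCl3/clioquinol equimolar mix (positive) and DMSO (negative).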
Nrf2 activator = qHTS of Nrf2 Activators. AREc32 ARE-luciferase reporter (MCF7-derived line), luminescence, 24 h. 0.31% of 410,000 active. Potency, µM (doses to about 46.1 µM), for inactives: top-dose activation, most hits filed as activators; also: potency is read from the fitted curve at half-maximal effect; % of control where 0% means no effect; nearly all actives have a fitted effect of over 65% in size
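AREc32_Fluc, 1000 cells/well, OPTI-MEM + 5% FBS, o/n 37 deg C 5% CO2; 23 nL cpd by pin tool, 24 hr; Steady-Glo 30 min RT, luminescence.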
TGFb inhibitor = qHTS for Inhibitors of TGF-b; HepG2 CAGA-GFP TGF-b/SMAD3 reporter, GFP fluorescence, 18 h; TGF-beta stimulated, 500 pg/mL final; Potency, µM (top dose mostly 46.1 µM), for inactives: at the top dose activity, negative = inhibition, hits mostly inhibitors; 1.2% of 410,000 active; AID 588855, 2011; also: potency is read from the fitted curve at half-maximal effect; % is scaled to controls: 0 for no effect and ±100 for the full control effect; nearly all actives have a fitted effect of over 65% in size
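Read-out: total well GFP (ex488/em500-530) summed from mean per-cell fluorescence. Cells: HEPG2 CAGA-GFP, 1% FBS DMEM, 18 h at 37 degrees C with 500 pg/mL final TGF-beta. Unstimulated wells served as the full-inhibition control; stimulated DMSO wells = 0%.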
Akt phos inh = HTS Assay for Inhibitors of Akt Phophorylation: Primary Screen; activity change, % for hits at 50 µM; AID 651550, 2012; 0.32% of 360,000 active; Neuro2A IGF-stimulated pAkt S473 HTRF, 20 min; hits give low values; in the data active = activity change below about -80%; inconclusive = mostly about -51% to -80%; also: % is scaled to controls: 0 for no effect and ±100 for the full control effect
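Neuro2A cells (4,500/well, DMEM with 0.5% FBS) were treated with compound at a single 50 µM final concentration, stimulated with 6 nM IGF for 20 min at 37 °C, and lysed. Phospho-Akt Ser473 was read by HTRF as 665/615 ratio ×10^4.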
Nrf2 block = Nrf2 qHTS screen for inhibitors. A549 ARE-Fluc reporter, luciferase luminescence, 18-24 h. Potency, µM (highest dose often 46 µM), without a hit: top-dose activity change, negative = inhibition, actives largely listed as inhibitors. 2.1% of 360,000 active. AID 504444, 2011; also: potency is read from the fitted curve at half-maximal effect; % is scaled to controls: 0 for no effect and ±100 for the full control effect; nearly all actives have a fitted effect of over 60% in size
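In this cell-based qHTS, ARE-driven firefly luciferase in A549 cells reports Nrf2 activity; the luminescent signal after BugLite lysis is the measured value, with a prior CellTiter-Fluor read for cell health.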
HepG2 viability = qHTS for Inhibitors of TGF-b: Cytotox Counterscreen. HepG2 CAGA-GFP viability, ATP luminescence, 18 h. Potency, µM (doses to about 46.1 µM), for the others: at the highest dose activity change, negative = cytotoxicity, most hits filed as cytotoxic. 0.76% of 410,000 active. AID 588856, 2011; also: potency is read from the fitted curve at half-maximal effect; some results filed as inactive show a strong effect at the top dose
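CellTiter-Glo luminescence gave cytotoxicity after 18 hours at 37 degrees C. The cells were HepG2 CAGA-GFP in 1% FBS DMEM, stimulated with 500 pg/mL TGF-beta after compound addition. %Activity was normalised to no-cell wells (complete cell-killing) and DMSO (no toxicity), and curves were fitted and classified.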
MmCpn inh = Inhibitors of TCP-1 ring complex (TRiC) of Methanococcus maripaludis (MmCpn): qHTS. Chaperonin Mm-Cpn (Methanococcus maripaludis). 0.031% of 330,000 active. AID 504842, 2011. Potency, µM (series often up to 76.9 µM), inactives show at the highest dose activity, negative = inhibition, hits mostly inhibitors. purified Mm-Cpn ATPase, ADP Transcreener TR-FRET; also: potency is read from the fitted curve at half-maximal effect; % is scaled to controls: 0 for no effect and ±100 for the full control effect; nearly all actives have a fitted effect of over 80% in size
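ATPase read-out: TR-FRET ADP immunoassay (anti-ADP Eu cryptate vs ADP-d2), ex 320 nm, em 590/665 nm; signal drops as ADP forms. Enzyme 25 nM, ATP 10 uM, 30 min at 37°C after 10 min compound preincubation.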
A549 tox = Nrf2 qHTS screen for inhibitors: counterscreen for cytotoxicity; A549 ARE-Fluc cells, CellTiter-Fluor viability, 18-24 h; Potency, µM (titrated, usually from 46 µM), without a hit: at the top dose activity change, negative = cytotoxicity, usual class: inhibitors; 0.16% of 390,000 active; AID 504648, 2011; also: potency is read from the fitted curve at half-maximal effect; % is scaled to controls: 0 for no effect and ±100 for the full control effect
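Cytotoxicity counterscreen: CellTiter-Fluor fluorescence was measured in A549 ARE_Fluc cells after 18-24 h of compound exposure in a concentration series. The subsequent BugLite luminescent read reports ARE-luciferase activity.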
CCT chaperon mod = High-Throughput Screening for Modulators of Cytosolic Chaperonin Activity | purified chaperonin ATPase assay, HTRF ADP detection, 30 min | activity change, % (no concentration beside the values), hits read low | 0.3% of 360,000 active; in the data active = activity change below about -30%; also: % is scaled to controls: 0 for no effect and ±100 for the full control effect
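ATPase activity: ADP formed was measured by HTRF Transcreener (665/615 nm ratio) after 30 min at 37 deg C with 10 uM ATP. Compounds screened at one 76 uM concentration against 40 or 20 nM TRiC in Tris pH 7.4/KCl/MgCl2/DTT buffer.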
Numbers without * were called inactive; i = inactive; ? = inconclusive; · = not tested or not shown. Unless noted, calls follow the shape of the dose curve; as a rule, active = well fitted curve in the direction sought with a large enough effect; inconclusive = small, poorly fitted or top-dose-only effect, or another doubt; inactive = no such curve, though single readings can be large; an effect the other way counts as inactive or inconclusive. Compounds were not picked by outcome; about 4.3% have a hit in one of these screens.

SMILES	Abeta rescue	Nrf2 activator	TGFb inhibitor	Akt phos inh	Nrf2 block	HepG2 viability	MmCpn inh	A549 tox	CCT chaperon mod
CCOc1nc(-c2ccc(C)cc2)ccc1-c1noc(COC)n1	-26%	-0.1%	13%	i	-4%	-38%	-7%	0%	0.7
Cc1ccc(NS(=O)(=O)c2c(C)[nH]c(=O)[nH]c2=O)cc1C	-3%	0.2%	4%	i	10%	2%	-4%	1%	2.3
Cc1ccc(C(=O)N/N=C\c2ccccc2[N+](=O)[O-])cn1	7%	?	8%	i	0%	0%	1%	-2%	8.5
O=C(O)CN1C(=O)CSc2ccccc21	9%	-0.2%	-6%	i	1%	6%	1%	-4%	0.0
Cc1cc2ccccc2c(=O)n1CC(=O)NCCC1=CCCCC1	10%	-0.9%	12%	i	3%	27%	2%	0%	-2.3
Cc1cccc(NC(=O)CCS(=O)(=O)c2cccc3nonc23)c1C	-10%	0.1%	-9%	i	4%	-14%	-1%	0%	-0.2
Cc1ccc(C2=NN(CC(=O)NCCCN(CC(C)C)CC(C)C)C(=O)CC2)cc1	-17%	-0.1%	-9%	·	·	-21%	·	-1%	·
C[C@@H](CN1C2=NC[C@H](Cc3ccc(O)cc3)N2C[C@H]1Cc1ccc(O)cc1)NC(=O)CCC1CCCCC1	-11%	-1.4%	0%	i	7%	0%	·	3%	-1.4
CCN(CCO)C(=O)c1ccc2nc(Cc3ccc(OC)cc3)oc2c1	-2%	-0.4%	-1%	i	1%	-7%	·	1%	-0.9
COC(=O)C(Cc1cnc[nH]1)NC(=O)C1CCC(=O)N1 (stereo not given)	12%	0.5%	-20%	i	17%	-17%	-2%	-3%	1.8
CC(=O)Nc1ccc(S(=O)(=O)N(Cc2ccccc2)c2ccccc2)cc1	-8%	-0.7%	4%	i	5%	-1%	1%	1%	2.3
CCOC(=O)c1cnn(-c2ccc(C(=O)Nc3ccc(C(C)=O)cc3)cc2)c1N	-1%	-0.4%	4%	·	·	-1%	·	1%	·
O=C(COC(=O)c1cccnc1Cl)Nc1cccc(S(=O)(=O)N2CCCCC2)c1	4%	-0.6%	10%	i	0%	3%	-1%	0%	0.6
O=C(CN1C(=O)NC2(CCCC2)C1=O)OCC(=O)c1cccc(Cl)c1	4%	-0.3%	-4%	i	-8%	-2%	0%	-3%	0.1
CC(=O)Nc1ccc(NC(=O)C(C)OC(=O)/C=C/c2cccs2)cc1 (stereo not given)	-5%	3.1%	-3%	i	7%	-19%	0%	7%	-7.5
O=[N+]([O-])C1=CC=C2C(=NC3(CCCCC3)N2O)C1=NCCO	-15%	2.3%	-9%	i	-10%	-17%	-9%	?	0.6
CCCC(=O)N1CCCC(c2nc(-c3cccc(OC)c3)no2)C1 (stereo not given)	-10%	0.8%	-2%	i	?	-10%	4%	-9%	-5.7
COc1ccccc1OCC(=O)N(Cc1nc(-c2ccc(Cl)cc2)no1)C(C)C	5%	2.9%	-8%	i	-21%	-23%	1%	-6%	-1.6
COc1cc(/C=C/C(=O)NC(C)CCc2ccccc2)cc(OC)c1OC (stereo not given)	-6%	-0.2%	3%	i	-11%	3%	1%	11%	-1.8
O=[N+]([O-])c1cc(-n2cccc2)ccc1N1CCOCC1	-2%	2.9%	?	i	-11%	-9%	3%	-14%	-0.1
CCCCNS(=O)(=O)c1ccc(S(=O)(=O)n2cnc3ccccc32)cc1	8%	-0.4%	0%	i	13%	11%	0%	0%	0.6
CC(C)NS(=O)(=O)c1ccc(OCC(=O)Nc2ccc3c(c2)OCCO3)cc1	-3%	-0.7%	-27%	i	-11%	-11%	0%	5%	2.9
N#Cc1ccc(-c2ccc(F)cc2)nc1Oc1ccc(Cl)c(Cl)c1	-17%	-0.6%	1%	i	-10%	-7%	2%	0%	2.0
O=C(COC(=O)C12CC3CC(CC(O)(C3)C1)C2)Nc1ccc(Cl)c(S(=O)(=O)N2CCOCC2)c1	-10%	-0.4%	-3%	i	2%	-12%	4%	3%	-1.2
CCN1C(=O)[C@H]2[C@@H](c3ccc(C)cc3)N3C(=O)N(c4ccc(OC)cc4)C(=O)[C@@]3(C)[C@H]2C1=O	8%	0.2%	21%	i	2%	4%	0%	-13%	0.6
CC1=[N+]([O-])C(N2CCOCC2)C(O)(c2ccccc2)C1 (stereo not given)	9%	2.2%	8%	·	?	10%	0%	-1%	-3.3
COc1ccccc1CNCCSc1nnnn1C	3%	-0.7%	-2%	·	-4%	-3%	·	-7%	·
COC(=O)c1c(C)[nH]c(C(=O)OC(C)C(=O)N2CCOCC2)c1C (stereo not given)	-2%	0.2%	-16%	i	?	13%	-3%	2%	1.8
CC(C)(C)OCC(O)CN1CCN(C(=O)c2ccccc2)CC1 (stereo not given)	21%	-1.4%	9%	i	1%	28%	-1%	5%	-0.6
COc1ccc(-c2nc(C)c(CCNC(=O)C(=O)Nc3ccccc3C#N)s2)cc1OC	-11%	-0.5%	20%	·	·	8%	·	-4%	·
Cc1ccc(CNC(=O)CCOc2ccc(C(C)(C)C)cc2)cc1	-22%	0.2%	-2%	i	4%	-9%	3%	0%	-6.3
COC(=O)C1Cc2ccccc2CN1C(=O)CCl (stereo not given)	27%	?	-15%	i	-24%	-31%	-1%	-3%	0.1
O=C(NN=Cc1ccc(O)cc1)c1ccccc1NS(=O)(=O)c1cccs1	-3%	19%	3%	i	7%	-11%	-2%	-4%	-0.4
COc1cc2c(cc1OC)C(CSc1ccccc1C(=O)O)=NC(C)(C)C2	-2%	3.9%	0%	i	-7%	-7%	-2%	2%	-16
Cc1ccc2ccccc2c1C(O)c1ncc(-c2ccccc2F)[nH]1 (stereo not given)	17%	0.2%	-16%	i	·	-25%	·	·	2.2
CCOCCCn1cnc2c3cc(F)ccc3n(C)c2c1=O	4%	5.6%	0%	i	?	2%	1%	-3%	-2.2
COC(=O)CCC(=O)N1CCOCCOCCOCC1	-9%	0.1%	11%	i	6%	-1%	-1%	6%	-1.3
COc1ccccc1Cc1c(C2CCCCC2)nc2ccc(C)cn12	-22%	2.8%	16µM*	i	·	-51%	·	·	-0.9
COc1cc2c(cc1OC)CN(C(=O)CSc1nc(N)c(C#N)cc1C#N)CC2	-24%	3.4%	-11%	i	-23%	-9%	-20%	-17%	-1.9
COc1ccc(OCc2cc(/C=N\NC(=O)c3ccccc3)ccc2OC)cc1	?	-0.4%	-26%	i	?	4%	0%	-14%	1.3
Cc1cccc(C)c1NC(=O)c1oc2ccc3c(c2c1C)C(=O)CC(C)(C)O3	-16%	6.1%	29%	·	?	-15%	·	-2%	·
CC(C)C(NC(=O)c1ccccc1Cl)C(=O)OCc1nc2scc(-c3ccccc3Cl)c2c(=O)[nH]1 (stereo not given)	9%	0.7%	1%	i	?	2%	-12%	8%	-1.7
CC(C)C(=O)Nc1ncc(Cc2cccc(Cl)c2)s1	?	2.3%	1%	i	-6%	-27%	-2%	0%	0.8
CCOc1ccc(-n2nnc3c(=O)n(CC(=O)c4ccccc4)cnc32)cc1	5%	0.5%	0%	i	?	-4%	1%	-3%	-5.3
CC(C)CC(c1nnnn1C(C)(C)C)N1CCN(Cc2ccccc2)CC1 (stereo not given)	-16%	0.1%	-7%	i	-10%	-8%	0%	-4%	0.8
COc1ccccc1C(=O)N/C(=C/c1ccc(Br)cc1)C(=O)NCCCn1ccnc1	-1%	-0.3%	5%	i	-28%	-6%	1%	-11%	1.7
COc1ccc(C2SCC(=O)N2c2nc3ccccc3s2)cc1 (stereo not given)	0%	4.6%	-5%	i	16%	-23%	-6%	-3%	-0.1
O=C1Cc2ccccc2Sc2ccc(O)cc21	-10%	5.6%	-6%	i	27%	-1%	0%	3%	0.4
O=C(CSCc1ccc(Cl)cc1)Nc1cccc(C(=O)Nc2ccccc2C(=O)O)c1	-15%	-0.4%	1%	i	-5%	-31%	-1%	-9%	1.5
O=C(NCC1CCCO1)c1cccc(NC(=O)c2ccccc2)c1 (stereo not given)	-2%	0.2%	-1%	i	-1%	-10%	1%	9%	1.4
C=C(C(=O)c1ccccc1)C(C)CC(=O)c1ccccc1 (stereo not given)	-22%	?	13µM*	i	-14%	-3%	-1%	?	1.2
CCN1CCN(c2ccccc2NC(=O)c2ccc(-n3cccn3)cc2)CC1	4%	0.0%	12%	i	8%	-4%	1%	-3%	0.8
